Source: PubChem (Southern Research Specialized Biocontainment Screening Center)
M. tuberculosis HTS: M. tuberculosis growth inhibition, HTS (AID 449762); M. tuberculosis H37Rv growth inhibition, 7H9 media; higher % means a stronger effect; one-dose inhibition, % at 25 µM; IC50 in µM for titrated hits; actives 0.59% (n = 330,000); in the data active = a potency from the dose series; inconclusive = inhibition above about 70% without an active follow-up result;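 note: bacterial growth assessed after seven days of incubation; strong numbers were not always called active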
M. tuberculosis: growth inhibition of non-replicating M. tuberculosis (AID 488890). actives 0.39% (n = 320,000). Mycobacterium tuberculosis non-replicating, growth inhibition; higher % means a stronger effect. inhibition, % at 25 µM, or IC50 in µM where a hit was titrated; in the data active = a potency from the dose series; inconclusive = inhibition mostly from about 82% at the one dose, without a potency; inactive = the rest, 99 in 100 with inhibition below about 76%;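 note: plate controls were DMSO cells for no effect and high antibiotic wells for full effect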
inhibitors of VEEV: inhibitors of VEEV TC-83 cytopathic effect, confirmation, Vero cells (AID 588727); Vero cells, VEEV TC-83 cytopathic effect inhibition; higher % means a stronger effect; inhibition, % at 20 µM; hits with a dose series show IC50 in µM; actives 0.13% (n = 350,000); in the data active = a potency from the dose series; inconclusive = inhibition mostly from about 14% at the one dose, without a potency; inactive = the rest, 99 in 100 with inhibition below about 12%; note: strong numbers were not always called active
Salmonella PhoP GFP: PhoP regulon inhibitors, Salmonella typhi PhoP promoter GFP reporter, confirmatory (AID 1850) | Salmonella Typhi PhoP-promoter GFP reporter, fluorescence, 4 h; higher % means a stronger effect | one-dose inhibition, % at 50 µM; IC50 in µM for titrated hits | actives 0.33% (n = 310,000); in the data active = a potency from the dose series; inconclusive = inhibition mostly from about 25% at the one dose, without a potency; inactive = the rest, 99 in 100 with inhibition below about 19%;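 note: 0% = induced wells with vehicle and 100% = uninduced wells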
influenza NS1A: H1N1 influenza NS1A inhibitors, functional cell based assay (AID 504329) | NS1A functional cell-based assay, percent inhibition; higher % means a stronger effect | inhibition, % at 12.5 µM; hits with a dose series show IC50 in µM | actives 0.3% (n = 340,000); in the data active = a potency from the dose series; inconclusive = inhibition above about 27% without an active follow-up result; note: strong numbers were not always called active
inhibitors of VEEV 10K pilot screen: recorded beside inhibitors of VEEV, whose call it bears; inhibition, %; measured here: 10K pilot screen inhibition
* marks the source's active call; other numbers are inactive results.

The opening four entries as a preview:
For Cc1ccc(NC(=O)CC(C)N2CCCC2)cc1 (stereo not given) the results were M. tuberculosis HTS 0%, M. tuberculosis -3%, inhibitors of VEEV 0.6%, Salmonella PhoP GFP -1% and influenza NS1A 3%.
For CC(C)OCCCNc1nc2c(c(=O)n(Cc3ccccc3F)c(=O)n2C)n1C the results were M. tuberculosis HTS -4%, M. tuberculosis 21%, inhibitors of VEEV 0.8%, Salmonella PhoP GFP 3% and influenza NS1A 1%.
For Cc1ccc2cccc(NC3OC(=O)c4ccccc43)c2n1 (stereo not given) the results were M. tuberculosis HTS -16%, M. tuberculosis -11%, inhibitors of VEEV 0.8%, Salmonella PhoP GFP -6% and influenza NS1A 10%.
For Cc1cc(C(=O)COC(=O)C2=COCCO2)c(C)n1-c1ccc2c(c1)OCO2 the results were M. tuberculosis HTS inconclusive, M. tuberculosis 40%, inhibitors of VEEV 3.8%, Salmonella PhoP GFP 3% and influenza NS1A 13%.

All compounds of this part, from the start:
For Cc1ccc(NC(=O)CC(C)N2CCCC2)cc1 (stereo not given) the results were M. tuberculosis HTS 0%, M. tuberculosis -3%, inhibitors of VEEV 0.6%, Salmonella PhoP GFP -1% and influenza NS1A 3%.
For CC(C)OCCCNc1nc2c(c(=O)n(Cc3ccccc3F)c(=O)n2C)n1C the results were M. tuberculosis HTS -4%, M. tuberculosis 21%, inhibitors of VEEV 0.8%, Salmonella PhoP GFP 3% and influenza NS1A 1%.
For Cc1ccc2cccc(NC3OC(=O)c4ccccc43)c2n1 (stereo not given) the results were M. tuberculosis HTS -16%, M. tuberculosis -11%, inhibitors of VEEV 0.8%, Salmonella PhoP GFP -6% and influenza NS1A 10%.
For Cc1cc(C(=O)COC(=O)C2=COCCO2)c(C)n1-c1ccc2c(c1)OCO2 the results were M. tuberculosis HTS inconclusive, M. tuberculosis 40%, inhibitors of VEEV 3.8%, Salmonella PhoP GFP 3% and influenza NS1A 13%.
Screening COc1cc2nc(CN(C)Cc3ccc(F)cc3)[nH]c(=O)c2cc1OC returned M. tuberculosis HTS 0%, M. tuberculosis 23%, inhibitors of VEEV 3.3%, Salmonella PhoP GFP 0% and influenza NS1A 6%.
Screening S=c1[nH]nc(-c2ccco2)n1/N=C/c1ccccc1Cl returned M. tuberculosis HTS -1%, M. tuberculosis -5%, inhibitors of VEEV 1.0%, Salmonella PhoP GFP 6% and influenza NS1A -6%.
Screening Cc1ccc(NC(=S)NNC(=O)c2c(Cl)c(C)nn2C)cc1 returned M. tuberculosis HTS 0%, M. tuberculosis 74%, inhibitors of VEEV 1.2%, Salmonella PhoP GFP 1% and influenza NS1A -9%.
For Cc1ccsc1/C=N/NC(=O)Cn1cnc2ccccc21 the results were M. tuberculosis HTS -3%, M. tuberculosis 10%, inhibitors of VEEV 0.8%, Salmonella PhoP GFP 7% and influenza NS1A -4%.
`Cc1oc(-c2ccccc2F)nc1CS(=O)CC(=O)NCc1ccc2c(c1)OCO2` (stereo not given) gave M. tuberculosis HTS 3%, M. tuberculosis 22%, inhibitors of VEEV inactive, Salmonella PhoP GFP 8%, influenza NS1A -4% and inhibitors of VEEV 10K pilot screen 0.3.
O=C(CN1CCCC1)Nc1ccc(F)cc1 was read as M. tuberculosis HTS 0%, M. tuberculosis 9%, inhibitors of VEEV 0.6%, Salmonella PhoP GFP -11% and influenza NS1A -3%.
Screening CCCC(C)C(=O)Nc1ccc(S(=O)(=O)Nc2nccs2)cc1 (stereo not given) returned M. tuberculosis HTS 0%, M. tuberculosis 22%, inhibitors of VEEV 2.1%, Salmonella PhoP GFP -2% and influenza NS1A -2%.
Screening Cc1ccc(NC(=O)COCC(=O)Nc2ccc(F)cc2)cc1 returned M. tuberculosis HTS 45%, M. tuberculosis inconclusive, inhibitors of VEEV 1.1%, Salmonella PhoP GFP 1% and influenza NS1A 0%.
For Cc1cc(N2CCOCC2)ccc1/C=C1/SC(=O)NC1=O the results were M. tuberculosis HTS -5%, M. tuberculosis 60%, inhibitors of VEEV inactive, Salmonella PhoP GFP -3% and influenza NS1A -10%.
`O=C(O)c1cn(Cc2ccccn2)c(=O)c2ccccc12` gave M. tuberculosis HTS 9%, M. tuberculosis -7%, inhibitors of VEEV 0.3%, Salmonella PhoP GFP -6% and influenza NS1A 3%.
`CCOc1ccc([C@@H]2CC=C(C(=O)O)[C@H](c3cccc(Cl)c3)N2S(=O)(=O)c2ccc(C)cc2)cc1` gave M. tuberculosis HTS -2%, M. tuberculosis 16%, inhibitors of VEEV 1.1%, Salmonella PhoP GFP -4% and influenza NS1A 8%.
Screening O=C(NCC1CCCCC1)c1cccc(Br)c1 returned M. tuberculosis HTS 9%, M. tuberculosis 77%, inhibitors of VEEV 0.1%, Salmonella PhoP GFP 11% and influenza NS1A 1%.
`O=C1[C@H]2[C@@H](C3CC3)N3C(=O)CN(Cc4ccccn4)C(=O)[C@@]3(Cc3ccccc3)[C@H]2C(=O)N1c1ccccc1` gave M. tuberculosis HTS -15%, M. tuberculosis 1%, inhibitors of VEEV 0.1%, Salmonella PhoP GFP 3% and influenza NS1A 2%.
For Cc1ccc(-c2cc(C(=O)NC3=NCCS3)c3ccccc3n2)cc1C the results were M. tuberculosis HTS inconclusive, M. tuberculosis 70%, inhibitors of VEEV 9.5%, Salmonella PhoP GFP -3% and influenza NS1A -6%.
For Cc1nn(-c2cccc(C(=O)O)c2)c(C)c1Oc1ccccc1O the results were M. tuberculosis HTS -5%, M. tuberculosis 4%, inhibitors of VEEV 0.8%, Salmonella PhoP GFP -4% and influenza NS1A 7%.
Screening O=C(Cn1c(=O)sc2ccccc21)Nc1nc2c(s1)CCCC2 returned M. tuberculosis HTS 5%, M. tuberculosis -8%, inhibitors of VEEV 21%, Salmonella PhoP GFP 5% and influenza NS1A -9%.
O=C(NN=C1CCCC1)c1ccccc1[N+](=O)[O-] was read as M. tuberculosis HTS 3%, M. tuberculosis -10%, inhibitors of VEEV 0.4%, Salmonella PhoP GFP 5% and influenza NS1A -26%.
`O=C(NC(=O)N1CCN(c2ccc([N+](=O)[O-])cn2)CC1)c1ccccc1F` gave M. tuberculosis HTS -2%, M. tuberculosis 4%, inhibitors of VEEV 0.3% and Salmonella PhoP GFP 6%.
`CCC(CC)NC(=O)Nc1cccc(C)c1C` gave M. tuberculosis HTS -11%, M. tuberculosis 7%, inhibitors of VEEV inactive, Salmonella PhoP GFP -5% and influenza NS1A 4%.
`COc1ccccc1N1CCN(C2CCCN(C(=O)CCc3cnn(C)c3)C2)CC1` (stereo not given) gave M. tuberculosis HTS 4%, M. tuberculosis -18%, inhibitors of VEEV 1.5%, Salmonella PhoP GFP -6% and influenza NS1A 31%.
Screening Cc1noc(C)c1NC(=O)N(C)C[C@H]1Oc2c(NC(=O)Nc3ccc4c(c3)OCO4)cccc2C(=O)N([C@H](C)CO)C[C@@H]1C returned M. tuberculosis HTS -3%, M. tuberculosis 5%, inhibitors of VEEV 0.7% and influenza NS1A 15%.
Screening O=C1c2ccccc2C(=O)N1CCCCN(C(=O)c1ccc(Cl)s1)c1ccc(Cl)cc1 returned M. tuberculosis HTS 4%, M. tuberculosis -6%, inhibitors of VEEV 3.4%, Salmonella PhoP GFP 2% and influenza NS1A -7%.
`O=C(NCCc1ccccc1F)C1CC(O)CN1C(=O)Nc1ccccc1` (stereo not given) gave inhibitors of VEEV 1.6% and influenza NS1A -2%.
CCCn1c(N)c(N(CCOC)C(=O)COC(=O)CSc2cc(C)c3ccccc3n2)c(=O)[nH]c1=O was read as M. tuberculosis HTS -1%, M. tuberculosis -15%, inhibitors of VEEV 1.8%, Salmonella PhoP GFP -3% and influenza NS1A -17%.
Screening COc1ccc(Nc2nc(NCc3ccco3)nc(N3CCOCC3)n2)cc1 returned M. tuberculosis HTS -2%, M. tuberculosis 14%, inhibitors of VEEV 2.0%, Salmonella PhoP GFP 0% and influenza NS1A 19%.
COc1ccc(/C=N/NC(=O)c2ccccc2Cl)cc1CSc1nc2ccccc2s1 was read as M. tuberculosis HTS -8%, M. tuberculosis 18%, inhibitors of VEEV 0.4%, Salmonella PhoP GFP -11% and influenza NS1A -8%.
For Cc1ccc(OCCC(=O)OCc2csc(CC(=O)Nc3ccccc3C)n2)cc1 the results were M. tuberculosis HTS -16%, M. tuberculosis 38%, inhibitors of VEEV 0.9%, Salmonella PhoP GFP -9% and influenza NS1A 5%.
`Nc1ccccc1NC1=CC(=O)CC(c2ccco2)C1` (stereo not given) gave M. tuberculosis HTS -6%, M. tuberculosis 5%, inhibitors of VEEV 5.8%, Salmonella PhoP GFP -8% and influenza NS1A 0%.
Screening CC(C)(C)C(=O)O/N=C1\CCS(=O)(=O)c2sccc21 returned M. tuberculosis HTS 9%, M. tuberculosis 6%, inhibitors of VEEV 1.6%, Salmonella PhoP GFP -3% and influenza NS1A 4%.
For Cc1[nH]nc(-c2ccc(OCc3cnn(-c4ccccc4)c3)cc2O)c1Oc1ccc(F)cc1 the results were M. tuberculosis HTS 2%, M. tuberculosis 1%, inhibitors of VEEV 0.5%, Salmonella PhoP GFP -2% and influenza NS1A -2%.
`Nc1c(Cl)cc(Cl)cc1C(=O)OCC(=O)N1CCOCC1` gave M. tuberculosis HTS 3%, M. tuberculosis 17%, inhibitors of VEEV 0.9%, Salmonella PhoP GFP 6% and influenza NS1A 5%.
CSc1nccc(-c2nn(-c3ccc(C)cc3)ccc2=O)n1 was read as M. tuberculosis HTS 1%, M. tuberculosis 35%, inhibitors of VEEV 2.8%, Salmonella PhoP GFP 10% and influenza NS1A 25%.
Screening CC(=O)c1ccc(OCCCC(=O)NCCc2ccccc2)cc1 returned M. tuberculosis HTS -1%, M. tuberculosis 76%, inhibitors of VEEV 1.1%, Salmonella PhoP GFP -9% and influenza NS1A -3%.
`CC(=O)N1CCN(C(=O)c2cc(-c3ccc(C)o3)nc3ccccc23)CC1` gave M. tuberculosis HTS 14%, M. tuberculosis -17%, inhibitors of VEEV 1.0%, Salmonella PhoP GFP 2% and influenza NS1A -6%.
`Cc1ccc(NS(=O)(=O)c2ccccc2[N+](=O)[O-])cc1S(=O)(=O)N1CCCCC1` gave M. tuberculosis HTS 1%, M. tuberculosis 10%, inhibitors of VEEV inactive and influenza NS1A -5%.
For CC1CC(Nc2ccccc2N)=CC(=O)O1 (stereo not given) the results were M. tuberculosis HTS -3%, M. tuberculosis -6%, inhibitors of VEEV 1.6%, Salmonella PhoP GFP -15% and influenza NS1A 3%.
Screening N#Cc1cccc(NS(=O)(=O)c2ccccc2Cl)c1 returned M. tuberculosis HTS -7%, M. tuberculosis -10%, inhibitors of VEEV inactive and influenza NS1A 2%.
Screening CCOC(=O)c1cccc(NC(=O)c2ccc(NC(=O)C3CCCO3)cc2)c1 (stereo not given) returned M. tuberculosis HTS 10%, M. tuberculosis 3%, inhibitors of VEEV 1.1%, Salmonella PhoP GFP 2% and influenza NS1A 2%.
`O=c1[nH][nH]c(-c2ccccc2)c1C=Nc1ccccc1Cl` gave M. tuberculosis HTS -4%, M. tuberculosis 0%, inhibitors of VEEV 1.6%, Salmonella PhoP GFP 5% and influenza NS1A 11%.
For COC(=O)c1cc(OC)c(OC)cc1NC(=O)CC1CCCCC1 the results were M. tuberculosis HTS 9%, M. tuberculosis 21%, inhibitors of VEEV inactive, Salmonella PhoP GFP -16% and influenza NS1A -4%.
For Cc1cccc(NS(=O)(=O)c2cccs2)c1 the results were M. tuberculosis HTS 1%, M. tuberculosis -5%, inhibitors of VEEV inactive, Salmonella PhoP GFP -4% and influenza NS1A -14%.
For N#Cc1c(-c2cccnc2)c2c([nH]c1=S)CCCC2 the results were M. tuberculosis HTS -6%, M. tuberculosis 0%, inhibitors of VEEV inactive, Salmonella PhoP GFP -40%, influenza NS1A 1% and inhibitors of VEEV 10K pilot screen 0.1.
Screening Cc1cccc(NC(=S)Nc2cccc3ccccc23)c1 returned M. tuberculosis HTS -7%, M. tuberculosis inconclusive, inhibitors of VEEV 7.2%, Salmonella PhoP GFP -10% and influenza NS1A -3%.
Screening CCc1nnc(NC(=O)c2cc(S(=O)(=O)N(CC)CC)ccc2Cl)s1 returned M. tuberculosis HTS -8%, M. tuberculosis 15%, inhibitors of VEEV 1.3%, Salmonella PhoP GFP -7% and influenza NS1A 25%.
O=C(NCCNc1ccc2ccccc2c1)c1cccn2c(=O)c3sccc3nc12 was read as M. tuberculosis HTS -1%, M. tuberculosis 26% and Salmonella PhoP GFP -5%.
O=C(O)CC1(CC(=O)Nc2ccc(Oc3cccc(C(F)(F)F)c3)nc2)CCCC1 was read as M. tuberculosis HTS 0%, M. tuberculosis -2%, inhibitors of VEEV 0.9% and Salmonella PhoP GFP 7%.
